Screening results (PubChem)
rTrxR1 inhibitor – blocks rat thioredoxin reductase 1. recombinant rTrxR1, NADPH fluorescence consumption, selenite substrate. O89049. AID 588453. 390,000 tested, 1% active. Potency, µM (top dose mostly 114 µM), for inactives: top-dose activity change, negative = inhibition, usual class: inhibitors; note: % is set by controls: 0 for no effect and ±100 for the full control effect; nearly all actives have a fitted effect of over 65% in size
Target sequence (O89049 whole entry, looked up): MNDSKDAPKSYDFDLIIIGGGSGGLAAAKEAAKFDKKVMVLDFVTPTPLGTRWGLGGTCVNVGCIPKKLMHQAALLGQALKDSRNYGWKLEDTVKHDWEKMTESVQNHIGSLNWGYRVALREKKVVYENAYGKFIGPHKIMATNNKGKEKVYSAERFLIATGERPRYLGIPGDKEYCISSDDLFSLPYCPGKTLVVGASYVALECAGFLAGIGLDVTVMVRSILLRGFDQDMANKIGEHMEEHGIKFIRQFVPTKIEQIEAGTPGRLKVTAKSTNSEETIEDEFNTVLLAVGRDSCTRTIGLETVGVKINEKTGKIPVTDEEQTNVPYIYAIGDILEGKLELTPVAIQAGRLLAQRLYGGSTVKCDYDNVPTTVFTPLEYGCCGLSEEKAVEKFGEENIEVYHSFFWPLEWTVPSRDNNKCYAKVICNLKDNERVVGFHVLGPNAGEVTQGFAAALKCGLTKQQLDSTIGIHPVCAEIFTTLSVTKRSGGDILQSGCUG
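Rat TrxR1 (90 nM in the dispensed reagent) was pre-reduced with 400 uM NADPH for 5 min at room temperature, then incubated with compound for 15 min. After 400 uM selenite was added, NADPH fluorescence (Ex 340/Em 450 nm) was followed for 8 min.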
Vif-A3G inh – inhibitors of Vif-APOBEC3G interaction | Potency, µM (titrated, usually from 46.1 µM), inactives show top-dose activity, negative = active, usual class: inhibitors | 410,000 tested, 0.076% active | HeLa A3G-eYFP + Vif (tagged APOBEC3G with the HIV-1 protein that degrades it), YFP fluorescence, overnight;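 note: % is set by controls: 0 for no effect and ±100 for the full control effect; nearly all actives have a fitted effect of over 60% in size; hits raise eYFP signal because A3G escapes Vif-driven loss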
Target sequence (Q9HC16 whole entry, looked up): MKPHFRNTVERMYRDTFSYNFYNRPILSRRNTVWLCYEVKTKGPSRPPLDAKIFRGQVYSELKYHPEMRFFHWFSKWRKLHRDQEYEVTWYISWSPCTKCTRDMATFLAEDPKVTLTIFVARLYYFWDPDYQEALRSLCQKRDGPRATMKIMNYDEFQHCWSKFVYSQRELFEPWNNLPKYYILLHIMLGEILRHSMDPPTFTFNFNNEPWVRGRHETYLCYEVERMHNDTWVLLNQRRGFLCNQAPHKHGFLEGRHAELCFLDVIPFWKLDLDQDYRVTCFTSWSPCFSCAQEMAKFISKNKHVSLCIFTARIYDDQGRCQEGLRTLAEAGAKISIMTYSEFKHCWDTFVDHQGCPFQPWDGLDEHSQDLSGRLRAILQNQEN
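HeLa cells stably expressing Vif and C-terminally eYFP-tagged A3G, seeded overnight at 37 deg C, then exposed to compound by pintool overnight at 37 deg C. Rise in yellow fluorescence (Ex 488/Em 500-530, Acumen) marks blocked Vif-driven A3G degradation.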
IDH1 R132H inh – blocks human mutant IDH1 R132H enzyme | 390,000 tested, 0.093% active | AID 602179 | IDH1-R132H enzyme, NADPH consumption, diaphorase/resazurin fluorescence | Potency, µM (series often up to 76.6 µM), for the others: at the highest dose activity change, negative = inhibition, most hits filed as inhibitors | O75874; note: % is set by controls: 0 for no effect and ±100 for the full control effect; nearly all actives have a fitted effect of over 65% in size
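IDH1-R132H (0.5 ug/mL dispensed) in pH 7.5 Tris buffer was preincubated 30 min with compound, then given a substrate mix of 0.016 mM NADPH and 2 mM alpha-KG for 80 min at room temperature; remaining NADPH was read by diaphorase/resazurin fluorescence.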
USP1-UAF1 inh – inhibitors of human USP1/UAF1 deubiquitinase; AID 743255; recombinant USP1/UAF1, Ub-Rhodamine cleavage fluorescence; 390,000 tested, 0.23% active; Potency, µM (highest dose often 57.1 µM), for the others: at the top dose activity change, negative = inhibition, usual class: inhibitors; O94782; note: % is set by controls: 0 for no effect and ±100 for the full control effect; nearly all actives have a fitted effect of over 60% in size; inactives centre near -12
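USP1/UAF1 complex at 1 nM was preincubated with compound for 15 min at room temperature, then Ub-Rho substrate (150nM final) was added. Fluorescence (480/540 nm) was read kinetically, 6 reads every 60 seconds.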
Vif-APOBEC3F blk – blocks the Vif interaction with APOBEC3F; HeLa A3F-eYFP + Vif (tagged APOBEC3F with the HIV-1 protein that degrades it), YFP fluorescence increase; Potency, µM (doses to about 46.1 µM), for the others: top-dose activity, negative = active; 390,000 tested, 0.2% active; AID 602313; note: % of control where 0% means no effect; nearly all actives have a fitted effect of over 65% in size
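Fluorescence increase (Ex 488/Em 500-530) after overnight compound treatment at 37 deg C flags inhibition of Vif-driven A3F-eYFP loss in stable HeLa A3F-eYFP/Vif cells seeded overnight beforehand.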
12-LOX inh – blocks human arachidonate 12S-lipoxygenase; P18054; purified 12hLO, xylenol orange hydroperoxide absorbance; Potency, µM (series often up to 108 µM), without a hit: top-dose activity change, negative = inhibition, actives largely listed as inhibitors; 580,000 tested, 1.1% active; note: % is set by controls: 0 for no effect and ±100 for the full control effect
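Purified human 12hLO (150 nM final) in 25 mM Hepes, 0.01% Triton X-100, pH 7.0 was preincubated 15 min at room temperature with compound. Then 40 uM arachidonic acid was added, 30 min. Hydroperoxide was read by Fe-XO absorbance ratio 573/405 nm.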
RXFP1 ag – activates the human relaxin receptor RXFP1; Q9HBX9; HEK293T-RXFP1 cAMP TR-FRET, 30 min; response scale: percent of porcine relaxin response, buffer zero; Potency, µM (doses to about 57.5 µM), inactives show top-dose activation, actives largely listed as activators; 370,000 tested, 0.3% active; note: % is set by controls: 0 for no effect and ±100 for the full control effect; nearly all actives have a fitted effect of over 60% in size; many of its hits are not listed in these tables
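Agonist response is measured as cAMP accumulation in an RXFP1-transfected HEK293T line under PDE4 inhibition. Values are scaled between buffer-only and 29 nM porcine relaxin, and EC50s come from standard Hill equation fits.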
TrxR1 substrate – is turned over as a substrate by rat TrxR1 | Potency, µM (top dose mostly 114 µM), for inactives: at the highest dose activity change, negative = substrate turnover | purified TrxR1 substrate turnover, NADPH consumption readout | 390,000 tested, 0.01% active | AID 588456; note: % is set by controls: 0 for no effect and ±100 for the full control effect; nearly all actives have a fitted effect of over 50% in size
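Rat TrxR1, dispensed at 90 nM, was prereduced with 400 uM NADPH (final) for 5 min at ~22 deg C, then incubated with compound 15 min before 400 uM selenite. A first-read NADPH fluorescence drop versus no-compound background flagged substrates.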
RGS4 inh – inhibitors of human regulator of G protein signaling 4; Transcreener GDP fluorescence polarization, RGS4-accelerated GTP hydrolysis; Potency, µM (doses to about 114 µM), for inactives: top-dose activity change, negative = inhibition, usual class: inhibitors; 390,000 tested, 0.039% active; note: % is set by controls: 0 for no effect and ±100 for the full control effect; nearly all actives have a fitted effect of over 75% in size; some results filed as inactive show a strong effect at the top dose
Target sequence (P49798 whole entry, looked up): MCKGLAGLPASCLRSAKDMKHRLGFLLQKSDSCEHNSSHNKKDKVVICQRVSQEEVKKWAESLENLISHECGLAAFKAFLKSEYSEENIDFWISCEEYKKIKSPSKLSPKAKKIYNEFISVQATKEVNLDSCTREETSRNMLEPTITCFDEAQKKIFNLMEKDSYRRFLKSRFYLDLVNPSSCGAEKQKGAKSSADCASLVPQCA
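MLSMR compounds (23 nl, pin-transferred) preincubated 10 min at room temperature with a 500nM (2x) first reagent, then RGS4 at 900nM (2x) plus Transcreener GDP mix added; fluorescence polarization (620/688 nm) read before and after 90 min at 30 °C.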
The depositor's hits bear a star; ? = inconclusive; . = not tested or not shown; [ ] = remark or other dose. Calls come from the whole dose curve; as a rule, active = well fitted curve in the direction sought with a large enough effect; inconclusive = small, poorly fitted or top-dose-only effect, or another doubt; inactive = no such curve, though single readings can be large; an effect the other way counts as inactive or inconclusive. Potency is the fitted concentration of half-maximal effect. A portion of the library; the hit share may differ from the screen's.

SMILES	rTrxR1 inhibitor	Vif-A3G inh	IDH1 R132H inh	USP1-UAF1 inh	Vif-APOBEC3F blk	12-LOX inh	RXFP1 ag	TrxR1 substrate	RGS4 inh
O=C(COc1ccc(Cl)cc1)Nc1cc2c3c(c1)CC(=O)N3CCC2	8.0%	-1.5%	5.4%	-9.2%	-11.5%	-9.2%	0.7%	6.9%	-31.4%
O=C(NCc1cccc(C(F)(F)F)c1)C1CC(c2ccccc2F)=NO1 (stereo not drawn)	7.1%[57.1 µM]	-10.6%	-1.8%	-23.7%	4.7%	-4.1%	.	1.4%[57.1 µM]	-15.9%
Cc1noc(C)c1COC(=O)C1CCN(C(=O)c2ccc(Cl)cc2)CC1	14.1%[57.1 µM]	-0.8%	-0.2%	-2.2%	3.9%	10.8%	3.0%	-4.1%[57.1 µM]	-29.9%
CNC(=O)C(NC(=O)Nc1ccc(C)cc1)C(C)(C)C (stereo not drawn)	29.6%[57.1 µM]	0.1%	2.9%	-0.7%	6.9%	-5.4%	1.9%	5.0%[57.1 µM]	-7.3%
CC(=O)Oc1cc(C(=O)OCC(=O)N2CCc3ccccc3C2)cc(OC(C)=O)c1OC(C)=O	-42.0%	-21.0%	0.0%	-3.2%	-32.9%	?	.	10.1%[57.1 µM]	24.6%
Cc1cccc(C)c1NC(=O)CN(C)C(=O)c1ccccc1Sc1ccccc1C#N	19.2%	0.7%	-1.2%	-23.5%	-8.1%	387.4%[activator]	-2.1%	2.4%	-25.6%
O=C(NCCC(=O)N(CCc1ccccc1)Cc1ccccc1)c1ccc([N+](=O)[O-])cc1	0.2%	3.6%	2.1%	-20.9%	-3.0%	8.0%	-0.3%	-8.5%	-2.7%
O=C(NNC(=S)NC(=O)c1ccco1)c1ccc(F)cc1	-28.7%	1.0%	-9.8%	-6.3%	-6.4%	50.9%[activator]	0.1%	-8.9%	-2.6%
CCNc1nc(NCC)nc(OCCNS(=O)(=O)c2cc(C)ccc2C)n1	13.3%	-2.5%	-0.6%	-6.1%	3.0%	-12.3%	1.5%	4.4%	2.6%
COc1cc(CN2CCN(C(=O)CC(C)C)CC2)cc(OC)c1O	7.94µM*	-0.4%	1.7%	-2.9%	1.0%	-35.4%	-0.6%	4.6%	-14.6%

In another format: two of the compounds above.
The line under a structure holds: rTrxR1 inhibitor, Vif-A3G inh, IDH1 R132H inh, USP1-UAF1 inh, Vif-APOBEC3F blk, 12-LOX inh, RXFP1 ag, TrxR1 substrate, RGS4 inh
CNC(=O)C(NC(=O)Nc1ccc(C)cc1)C(C)(C)C (stereo not drawn)
    29.6%[57.1 µM], 0.1%, 2.9%, -0.7%, 6.9%, -5.4%, 1.9%, 5.0%[57.1 µM], -7.3%
CC(=O)Oc1cc(C(=O)OCC(=O)N2CCc3ccccc3C2)cc(OC(C)=O)c1OC(C)=O
    -42.0%, -21.0%, 0.0%, -3.2%, -32.9%, ?, ., 10.1%[57.1 µM], 24.6%

3 entries already listed, arranged by molecular weight, ascending:
SMILES	rTrxR1 inhibitor	Vif-A3G inh	IDH1 R132H inh	USP1-UAF1 inh	Vif-APOBEC3F blk	12-LOX inh	RXFP1 ag	TrxR1 substrate	RGS4 inh
CNC(=O)C(NC(=O)Nc1ccc(C)cc1)C(C)(C)C (stereo not drawn)	29.6%[57.1 µM]	0.1%	2.9%	-0.7%	6.9%	-5.4%	1.9%	5.0%[57.1 µM]	-7.3%
Cc1cccc(C)c1NC(=O)CN(C)C(=O)c1ccccc1Sc1ccccc1C#N	19.2%	0.7%	-1.2%	-23.5%	-8.1%	387.4%[activator]	-2.1%	2.4%	-25.6%
O=C(NCCC(=O)N(CCc1ccccc1)Cc1ccccc1)c1ccc([N+](=O)[O-])cc1	0.2%	3.6%	2.1%	-20.9%	-3.0%	8.0%	-0.3%	-8.5%	-2.7%

Additional structures follow:
SMILES	rTrxR1 inhibitor	Vif-A3G inh	IDH1 R132H inh	USP1-UAF1 inh	Vif-APOBEC3F blk	12-LOX inh	RXFP1 ag	TrxR1 substrate	RGS4 inh
CC1CCCN(CCCNC(=O)c2ccc(N3CCCC3=O)cc2)C1 (stereo not drawn)	21.8%	0.8%	9.7%	-18.3%	-2.7%	-18.3%	-3.0%	3.8%	-1.8%
COc1ccc(NC(=O)C2CCCN(S(=O)(=O)c3ccc(Cl)cc3)C2)cc1OC (stereo not drawn)	11.3%	-6.3%	0.0%	-18.9%	-5.6%	-20.9%	-2.2%	-2.1%	2.5%
CN(C)C(=O)c1cc(C(=O)c2ccccc2F)c[nH]1	4.3%	2.9%	2.9%	-0.6%	-7.7%	-26.1%	-1.1%	-3.3%	10.8%
CCCn1c(OC)nc2c1c(=O)n(C)c(=O)n2C	16.4%	-4.8%	9.9%	-22.5%	-1.0%	-6.9%	2.7%	10.4%	-2.5%
CCOc1cccc2cc(C(=O)NCc3ccc(F)cc3)c(=N)oc12	27.7%	5.3%	0.0%	-4.6%	-4.3%	-9.9%	3.1%	5.6%	-49.3%
O=C(O)C1C(c2ccccc2)C(C(=O)OCc2ccco2)C1c1ccccc1 (stereo not drawn)	?	1.8%	1.7%	-8.8%	-3.9%	0.0%	0.6%	-2.6%	-19.4%
O=S(=O)(c1cnc[nH]1)N1CCN(c2ccc(F)cc2)CC1	30.8%	-0.4%	-6.4%	-2.3%	-11.0%	2.4%	-2.4%	2.0%	37.3%[11.4 µM]
Cc1c(OCc2ccccc2)c(=O)ccn1Cc1ccc(Cl)cc1	0.8%	-11.6%	3.4%	-5.3%	-3.8%	5.4%	1.8%	-4.9%	0.4%
C=CC[C@H](CC(=O)NCCO)C(=O)N[C@H](COC(=O)[C@@H](CC=C)Cc1ccc(F)cc1)C(C)(C)C	-6.4%[57.1 µM]	4.0%	22.2%	5.1%	-0.5%	1.3%	.	-1.9%[57.1 µM]	11.9%
CC(=O)Nc1ccc(NC(=O)COC(=O)CCc2nc3ccccc3s2)cc1	12.0%	-9.4%	16.8%	-30.4%	-13.4%	19.1%	1.5%	2.8%	-21.2%
C=CCn1c(=O)c(C(=O)Nc2ccc(C)cc2)c(O)c2ccccc21	7.9%	0.8%	4.2%	-11.3%	-10.0%	15.8%	-0.2%	21.9%	16.2%
COc1ccc2c(c1)CC(C(=O)NCCN1CCN(c3cccc(C)c3C)CC1)CO2 (stereo not drawn)	14.0%[57.1 µM]	-2.1%	17.2%	-11.7%	-1.0%	-9.3%	4.8%	0.6%[57.1 µM]	-21.7%
Cc1ccc(NC(=O)COC(=O)CCn2c(C)csc2=O)c([N+](=O)[O-])c1	-5.6%	-1.0%	8.2%	-11.5%	1.7%	10.5%	1.4%	-6.4%	-5.8%
O=C(COC(=O)c1n[nH]c(=O)c2ccccc12)NC1CCCCC1	26.0%	0.5%	-10.7%	-20.3%	2.8%	-8.7%	10.3%	-1.6%	5.0%
COc1ccc2c(c1OC)C(=O)OC2Nn1cncn1 (stereo not drawn)	-8.6%	0.6%	4.5%	-16.6%	-0.4%	?	-0.7%	8.1%	-1.7%
O=C(c1ccc(S(=O)(=O)NCc2ccco2)cc1)N1CCCC(C(F)(F)F)C1 (stereo not drawn)	16.6%	1.6%	0.9%	-5.6%	0.7%	-1.9%	-1.1%	8.1%	-14.1%
c1ccc2sc(NC3=NCN(CCN4CCOCC4)CN3)nc2c1	6.8%[57.1 µM]	0.9%	8.7%	-28.5%	10.0%	14.5%	0.9%	0.6%[57.1 µM]	21.1%
CCOc1ccccc1N(CC(=O)NCc1ccncc1)S(=O)(=O)c1ccccc1	13.8%	10.2%	-2.7%	-11.9%	0.0%	-15.7%	0.6%	2.8%	13.6%
COc1ccc(C(C(=O)NC(C)(C)C)N(C(=O)Cn2nnc3ccccc32)c2ccc(C(C)=O)cc2)cc1O (stereo not drawn)	-8.4%	0.5%	-8.3%	-14.6%	-7.2%	-2.8%	1.3%	-3.6%	-29.2%
CCOc1ccc(CNC(=O)c2ccc(Sc3ccc(C)cc3)c(NC(C)=O)c2)cc1	-12.3%	2.5%	3.1%	-6.6%	-9.1%	-12.2%	0.7%	-8.4%	-3.8%
CC(=O)c1ccc(N2CCN(C(=O)COc3ccccc3F)CC2)c(F)c1	-19.8%	-0.6%	6.2%	-17.7%	.	12.2%	3.3%	-0.9%	?
O=C(CC1S/C(=N/N=C2CCCCCC2)NC1=O)Nc1ccccc1C(F)(F)F (stereo not drawn)	27.9%[57.1 µM]	0.0%	1.4%	-15.9%	-4.8%	-0.1%	-1.1%	8.4%[57.1 µM]	-10.8%
O=[N+]([O-])c1ccccc1Nc1nc(-c2cccnc2)cs1	27.6%	-3.9%	6.6%	-23.5%	-6.9%	-8.9%	0.8%	6.0%	-12.4%
O=C(CN1C(=O)/C(=C/c2ccccc2F)Sc2ccccc21)NCc1cccnc1	-14.3%	?	3.8%	-2.8%	5.0%	-5.3%	0.5%	1.7%	?
O=C(Nc1cc(N2CCOCC2)ncn1)Nc1cccc2ccccc12	20.7%	-2.1%	-2.9%	7.6%	-15.3%	0.4%	4.2%	14.5%	-19.2%
C/C(=N/NC(=O)C1CC1(c1ccccc1)c1ccccc1)c1cccs1 (stereo not drawn)	-6.3%	-0.9%	1.4%	-15.7%	2.4%	-0.6%	-1.7%	-10.6%	1.1%
